# TRPC6 inhibitor: mouse TRPC6 channel inhibition; Q61143; HEK293-TRPC6, membrane potential dye, ACh-evoked depolarization; active compounds read low; B-score at 10 µM; hit rate 1.1% among 310,000; AID 2553;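 active means B-score under library mean minus 3 SD, initial fluorescence not abnormally high, positive integrated signal ratio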;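 further: B-score derived from integrated fluorescence ratio over the kinetic read; more negative B-score means stronger inhibition of depolarization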
# Target sequence (Q61143 whole entry, looked up): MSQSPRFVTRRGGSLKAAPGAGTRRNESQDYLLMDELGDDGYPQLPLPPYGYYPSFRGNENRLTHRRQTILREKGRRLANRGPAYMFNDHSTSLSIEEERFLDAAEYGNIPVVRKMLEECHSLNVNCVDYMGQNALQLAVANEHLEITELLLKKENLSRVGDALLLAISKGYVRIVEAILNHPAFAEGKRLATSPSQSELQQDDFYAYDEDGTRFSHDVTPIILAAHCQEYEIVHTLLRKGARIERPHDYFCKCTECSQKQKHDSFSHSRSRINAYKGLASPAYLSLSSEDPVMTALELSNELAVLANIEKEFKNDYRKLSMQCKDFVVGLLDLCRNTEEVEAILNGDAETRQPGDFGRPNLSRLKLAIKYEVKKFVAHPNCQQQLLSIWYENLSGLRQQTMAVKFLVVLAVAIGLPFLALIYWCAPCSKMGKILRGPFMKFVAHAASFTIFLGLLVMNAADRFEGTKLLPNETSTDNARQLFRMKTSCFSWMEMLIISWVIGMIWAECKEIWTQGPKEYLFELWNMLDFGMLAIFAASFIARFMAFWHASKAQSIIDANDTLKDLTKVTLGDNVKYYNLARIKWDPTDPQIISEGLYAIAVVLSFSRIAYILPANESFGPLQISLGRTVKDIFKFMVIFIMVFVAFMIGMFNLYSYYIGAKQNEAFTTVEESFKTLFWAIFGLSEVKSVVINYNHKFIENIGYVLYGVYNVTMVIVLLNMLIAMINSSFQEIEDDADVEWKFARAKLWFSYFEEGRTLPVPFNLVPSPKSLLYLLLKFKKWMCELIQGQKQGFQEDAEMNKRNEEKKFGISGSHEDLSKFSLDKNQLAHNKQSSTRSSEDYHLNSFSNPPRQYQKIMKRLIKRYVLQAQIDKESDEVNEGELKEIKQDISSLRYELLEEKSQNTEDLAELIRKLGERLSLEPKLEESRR
# TRPC4 potent: TRPC4 (mouse) allosteric potentiation. hit rate 0.42% among 310,000. Q9QUQ5. B-score at 10 µM. HEK293 TRPC4beta/mu-opioid, DAMGO EC20, Fluo-4 Ca2+ flux; active compounds read high;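 active means B-score of calcium response area above 5 SD of library B-scores, with initial fluorescence ratio within 5 SD of library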;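 further: B-score of integrated fluorescence ratio over time as area under calcium response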
# MrgX1 antag: human MrgX1 receptor antagonism, primary screen | Q96LB2 | MRGX1-HEK293 calcium flux, Fluo-4, BAM8-22 antagonism; active compounds read low | B-score at 10 µM | hit rate 1.3% among 310,000 | AID 588676;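 active means calcium-response B-score plate-corrected more than 3 library SD below zero, starting fluorescence within 5 deviations, no agonist response on first addition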;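 further: peak minus trough fluorescence over baseline after final BAM8-22 challenge near maximal dose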
# TRPC4 block: TRPC4 (mouse) channel inhibition | hit rate 0.39% among 300,000 | B-score at 10 µM | AID 2247 | HEK293 TRPC4beta/mu-opioid, DAMGO-evoked Fluo4 calcium flux; active compounds read low | Q9QUQ5;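 active means B-score over 3 SD under the library average, no early fluorescence shift, positive overall ratio signal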
#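 Assay system: Stable TRPC4beta/mu-opioid receptor HEK293 cells | Reagent: DAMGO in two steps, submaximal then maximal | Compound dosing: Single concentration per test compound | Signal: Fluo4 Ca2+ flux fluorescence | Evaluation: Per-well B score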
# SKKanGAS inh: SKKanGAS growth inhibition | S. pyogenes SKKanGAS, kanamycin growth, BacTiter-Glo, 6 h | inhibition, % at 7.5 µM | hit rate 1.3% among 300,000;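 active means mean replicate score, as percent of positive control median, at least 50; inconclusive means mean below 50 but one replicate at or above 50; inactive means mean and every replicate below 50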;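 further: strain carries kanamycin resistance gene driven by streptokinase promoter and grows in 40 µg/ml kanamycin; loss of luminescence reflects streptokinase promoter inhibition or plain growth inhibition; 0% = median of DMSO wells and 100% = positive control at its reference dose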
# IEC-6 tox: counter-screen for KLF5 inhibitors: cytotoxicity in IEC-6 cells; IEC-6 cytotoxicity, luminescence viability; inhibition, % at 5 µM; hit rate 0.78% among 290,000; in the data active means inhibition above about 22%;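 further: 0% = plate median of test compound wells and 100% = cytotoxic reference compound wells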
# KLF5 inhibitor: kruppel-like factor 5 inhibition | DLD-1 KLF5 promoter-luciferase reporter, luminescence | inhibition, % at 5 µM | hit rate 0.23% among 290,000;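 active means inhibition above a per-plate limit of that plate's mean compound inhibition plus 3 SD, cut at about 60% in these data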;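 further: 0% = DMSO wells and 100% = LY294002 at 200 µM; higher means less KLF5 promoter-driven luciferase light; inactives centre near -14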
# TRPC6 activator: mouse TRPC6 channel activation | Q61143 | HEK293-TRPC6 membrane potential dye fluorescence; active compounds read high | B-score at 10 µM | hit rate 0.13% among 310,000;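 active means B-score of the integrated fluorescence ratio above library mean plus 3 SD, and starting fluorescence ratio within library mean plus 5 SD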;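 further: higher score means more depolarization so channel activation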
# TRPC4 act: TRPC4 (mouse) channel activation; Q9QUQ5; HEK293 TRPC4beta/mu-opioid, Fluo4 calcium fluorescence; active compounds read high; B-score at 10 µM; hit rate 0.49% among 310,000;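 active means B-score above 5 SD of library B-scores, and initial fluorescence ratio not above library mean plus 5 SD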;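 further: positive B-score marks a calcium rise read as TRPC4 activation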
#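 Material: HEK293 stable line with TRPC4beta plus mu-opioid receptor; technique: Fluo4 calcium-sensitive dye fluorescence, kinetic, 1 Hz baseline; timing: Fluo4 dye loading 45 min at room temperature, 110 s recording; controls: assay buffer as low control, maximal DAMGO as high control; read-out: integrated baseline-normalised fluorescence ratio, converted to per-well B score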
# aSyn UTR inh: MLPCN primary screen, SNCA 5' untranslated region; hit rate 0.82% among 300,000; alpha-synuclein 5'UTR reporter, inhibitor activity; inhibition, % (tested at 7.5 µM); in the data active means inhibition above about 60%; inconclusive means no clear call, values can overlap the other calls;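 further: H4 neuroglioblastoma cells stably carrying SNCA 5'UTR luciferase fusion; 0% = DMSO wells and 100% = positive control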
# HIF act: HIF pathway transcriptional activation. activation, % at 7.5 µM (by protocol). hit rate 0.32% among 300,000. U2OS HRE-luciferase reporter, luminescence; normalized: DMSO 0%, desferrioxamine 100%. AID 1910;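 active means mean activation of at least 10% of the iron chelator positive control signal, with at least half of replicates also reaching 10%; inconclusive means mean and replicate majority disagree about reaching 10%; inactive means mean and most replicates under 10%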
# * marks the source's active call; other numbers are inactive results; i = inactive; ? = inconclusive; . = not tested or not shown. An unsorted share of the library; any-hit rate near 5.8%.
SMILES,TRPC6 inhibitor,TRPC4 potent,MrgX1 antag,TRPC4 block,SKKanGAS inh,IEC-6 tox,KLF5 inhibitor,TRPC6 activator,TRPC4 act,aSyn UTR inh,HIF act
CCOC(=O)C1(Cc2cccc(Cl)c2)CCCN(C(=O)c2ccc(C)nc2)C1 (stereo not drawn),i,i,i,i,1,-2,-8,i,i,-7,0.4
COc1ccccc1-n1c(SCC(=O)O)nc2c(sc(=S)n2-c2ccc(C)c(C)c2)c1=O,i,i,i,i,13,-2,-12,i,i,10,0.5
Cc1cc(C(=O)CN2C(=O)c3ccccc3S2(=O)=O)c(C)n1-c1ccccc1,i,i,i,i,14,-2,3,i,i,120*,-3.2
Cc1[nH]n(-c2ccccc2)c(=O)c1C(C[N+](=O)[O-])c1ccc(Cl)cc1 (stereo not drawn),i,i,i,i,7,-4,-12,i,i,-37,0.3
Cc1cc(NC(=O)C2CC(c3ccc(F)cc3)=NO2)n(-c2ccccc2)n1 (stereo not drawn),i,i,i,i,5,1,-7,i,i,15,-0.5
CCCCCC(=O)NCc1c(C(F)(F)F)nn(C)c1N1CCOCC1,i,i,i,i,2,-4,-20,i,i,-11,-0.3
CC(C)(C)[C@H]1C=C(C(N)=O)O[C@@H](OCCCCO)C1,i,i,i,i,1,.,.,i,i,10,-0.1
COc1ccc(/C=C(/NC(=O)c2ccc(Br)cc2)C(=O)N2CCOCC2)cc1,i,i,i,i,-6,3,-29,i,i,-1,-0.4
O=C(/C=C/c1ccco1)Nc1cccnc1Cl,i,i,i,i,8,-7,-60,i,i,-130,3.6
COc1ccc(C2C(C(C)=O)=C(O)C(=O)N2c2ccc(Br)cn2)cc1 (stereo not drawn),i,i,i,i,-13,3,-149,i,i,-31,1.2
Cc1c(O)nc(SCC(=O)Nc2ccc3c4c(cccc24)CC3)n(-c2ccccc2)c1=O,i,i,i,i,26,1,-36,i,i,-2,-0.2
N#Cc1ccc2ccn(CC(=O)N3CCCc4ccccc43)c2c1,i,i,i,i,3,3,-5,i,i,14,-0.1
CC(C)CCCN1C(Nc2ccccc2)=NC[C@@H]1CC(C)C,i,i,i,i,2,-3,-23,i,i,5,-0.2
CSc1ccc(NC(=O)N2CCN(c3nc4ccccc4s3)CC2)cc1,i,i,i,i,14,3,-32,i,i,29,5.0
COc1ccc(C(=O)Nc2ccc(OC)c(OC)c2)cc1,i,i,i,i,-16,2,-45,i,i,-98,1.6
O=C(NCc1ccccc1)c1ccc(Cl)c(NC2=NC3CS(=O)(=O)CC3S2)c1 (stereo not drawn),i,i,i,i,-3,4,5,i,i,4,0.0
COc1cc(C(=O)OCCCOC(=O)c2cc(OC)c(OC)c(OC)c2)cc(OC)c1OC,i,i,i,i,2,-2,1,i,i,18,0.0
CC(C)[C@H](NC(=O)c1ccco1)C(=O)OCC(=O)N1CC(=O)Nc2ccccc21,i,i,i,i,4,1,-2,i,i,5,0.6
CCOC(=O)c1sc2ccccc2c1OC(=O)c1ccccc1,i,i,i,i,7,-2,-23,i,i,-5,0.0
O=S1(=O)CCN(Cc2ccccc2Cl)CC1,i,i,i,i,-1,-6,7,i,i,13,-0.2
O=C(N/N=C\c1c(O)ccc2ccccc12)c1ccc(S(=O)(=O)N2CCCCC2)cc1,i,i,i,i,38,-4,-9,i,i,114*,23*
COc1ccc2nc(SCC(=O)NC3CC3)c(C#N)cc2c1,i,i,i,i,5,-2,-41,i,i,-68,-26
Cc1ccc(CSCCNC(=O)/C=C/c2ccccc2Cl)cc1,i,i,i,i,-6,-4,1,i,i,3,-0.1
Cc1nc(-c2ccccc2)cs1,i,i,i,i,1,-1,-51,i,i,-5,0.1
O=C(NCC1CCCO1)c1ccc2c(c1)OCO2 (stereo not drawn),i,i,i,i,2,-6,-6,i,i,-10,0.2
COc1cc(OC)cc(C(=O)NC2CCSc3ccccc32)c1 (stereo not drawn),i,i,i,i,11,4,-13,i,i,22,-1.0
O=C(c1cc(Cl)nc2ccccc12)N(Cc1nnc(-c2ccc(Cl)cc2)o1)C1CC1,i,i,i,i,0,.,.,i,i,2,-0.1
Cc1nc(Nc2ccc(S(=O)(=O)N3CCCCC3C)cc2)c2nnn(Cc3ccccc3)c2n1 (stereo not drawn),i,i,i,i,8,8,-38,i,i,26,-0.2
CCc1ccc(C(=O)Cc2cc3cccc(OC)c3oc2=O)cc1,i,i,i,i,2,2,-124,i,i,-105,3.0
O=C(Nc1ccc(C2=NCCN2)cc1)c1ccc(C(=O)Nc2ccc(C3=NCCN3)cc2)c([N+](=O)[O-])c1,i,i,i,i,19,2,3,15*,i,19,0.3
COc1cccc(C2CC(C(F)(F)F)n3ncc(C(=O)NCc4ccco4)c3N2)c1 (stereo not drawn),i,i,i,i,3,0,-3,i,i,26,0.1
Clc1ccc(N2CCN(/N=C/c3ccncc3)CC2)cc1,i,i,i,i,-6,-2,-34,i,i,-18,0.0
CCOC(=O)C1CCN(C(=O)Cn2cnc3sc(C)c(S(=O)(=O)N4CCOCC4)c3c2=O)CC1,i,i,i,i,-1,2,-24,i,i,5,0.4
CC1(C)Cc2cccc(Oc3cc(NN4CCCCC4)c([N+](=O)[O-])cc3[N+](=O)[O-])c2O1,i,i,i,i,1,-3,1,i,i,12,-0.4
CCN(CC)S(=O)(=O)c1ccc2c(c1)CC(C(=O)N1CCCC1)N2C(C)=O (stereo not drawn),i,i,i,i,-2,-6,2,i,i,4,0.1
CCCc1nn(C)c2c1C(c1cccnc1)C(C#N)=C(N)O2 (stereo not drawn),i,i,i,i,-3,-2,-36,i,i,21,0.4
CC(OC(=O)C1CC(=O)N(Cc2ccccc2)C1)C(=O)Nc1cccc(C#N)c1 (stereo not drawn),i,i,i,i,-14,1,-5,i,i,2,0.1
CCOc1ccc(CN2CCN(C3CCSCC3)CC2CCO)cc1 (stereo not drawn),i,i,i,i,-1,-3,-5,i,i,-16,-0.2
C=CCn1cnc2c(nnn2-c2ccc(C)c(C)c2)c1=O,i,i,i,i,14,3,-64,i,i,-122,3.2
O=C(CSC1=NCCN1)NC12CC3CC(CC(C3)C1)C2,i,i,i,i,-4,-2,-27,i,i,33,0.3
COc1ccccc1NS(=O)(=O)c1cccc(C(=O)N(C)Cc2cccs2)c1,i,i,i,i,0,1,12,i,i,6,-0.1
CC(OC(=O)/C(C#N)=C/c1ccc(N(C)C)cc1)C(=O)NCc1ccco1 (stereo not drawn),i,i,i,i,1,.,.,i,i,-2,0.0
OCCCc1cn(-c2ccccc2)c2ccccc12,i,i,i,i,-1,1,-32,i,i,-27,0.8
CCOc1ccc(CCNC(=O)Cc2ccc(NC3=NC4CS(=O)(=O)CC4S3)cc2)cc1OCC (stereo not drawn),i,i,i,i,7,1,-36,i,i,4,1.5
COCCN(C(=O)c1snc(C(N)=O)c1N)C(C(=O)NC1CCCCC1)c1cc(OC)c(OC)c(OC)c1 (stereo not drawn),i,i,i,i,2,-4,-29,i,i,1,0.7
COCc1ccc(CN2CCC(Oc3ccc(C(=O)NCc4ccccn4)cc3)CC2)o1,i,i,i,i,8,-1,-14,i,i,9,0.0
Cn1c(=O)c2c(nc(N3CCNCC3)n2Cc2ccccc2Cl)n(C)c1=O,i,i,i,i,6,-9,-10,i,i,16,0.0
O=C(NCn1cnccc1=O)c1ccccc1,i,i,i,i,-9,-4,-30,i,i,-33,0.5
Cn1c(=O)c2ncn(CC(=O)Nc3ccc(N4CCOCC4)cc3)c2n(C)c1=O,i,i,i,i,2,-4,-18,i,i,13,0.0
CC(C)OC(=O)CSc1nc2ncccc2[nH]1,i,i,i,i,-4,7,28,i,i,10,-0.2
NNC(=O)c1ccc(COc2ccc3c(c2)CCC3)cc1,i,i,i,i,-3,3,-53,i,i,-41,0.1
Cc1cc(C(=O)N2CCN(c3ncccn3)CC2)c2cc(F)ccc2n1,i,i,i,i,1,3,-14,i,i,-8,-0.1
CCOC(=O)c1ccc(NC(=O)CSc2nc(SC)ns2)cc1,i,i,i,i,4,-4,-14,i,i,-107,1.7
CCOC(=O)N1CCC(NC(=O)CS(=O)(=O)Cc2nc(-c3ccccc3Cl)oc2C)CC1,i,i,i,i,-2,10,1,i,i,13,0.1
COc1ccc(OC)c(-n2c(C)cc(/C=C3\C(=N)N4N=C(CC(=O)N5CCOCC5)SC4=NC3=O)c2C)c1,i,i,i,i,?,1,-5,i,i,7,0.8
O=C(O)C(Cc1ccc(Cl)cc1)Sc1nc2ccccc2[nH]1 (stereo not drawn),i,i,i,i,7,5,-16,i,i,4,0.7
Cc1csc(NC(=O)CSc2nnc(-c3ccncc3)n2C)n1,i,i,i,i,-2,-1,-11,i,i,18,0.1
NC(=O)COc1ccc2cc(-c3ccc(F)cc3)c(=O)oc2c1,i,i,i,i,-2,-6,-39,i,i,-75,2.4
COc1cccc(-c2nc(CSCC(=O)N3CCc4ccccc43)c(C)o2)c1,i,i,i,i,-17,1,-20,i,i,25,0.1
C=CCN=C(NC#N)SCC(=O)c1cccc(OC)c1,i,i,i,i,-1,3,-145,i,i,-104,3.4

# Remaining list, next part
SMILES,TRPC6 inhibitor,TRPC4 potent,MrgX1 antag,TRPC4 block,SKKanGAS inh,IEC-6 tox,KLF5 inhibitor,TRPC6 activator,TRPC4 act,aSyn UTR inh,HIF act
O=C(Cn1cc(CCO)nn1)N1CCNCC1,i,i,i,i,0,0,-21,i,i,10,0.1
O=C(NN1C(=O)/C(=C/c2ccc(O)c([N+](=O)[O-])c2)SC1=S)c1ccccc1Cl,i,i,i,i,2,5,-18,i,i,-16,-0.4
O=C(Cn1cncn1)NCc1ccc(Cl)cc1,i,i,i,i,1,0,-26,i,i,2,0.7
CCOc1c2ccc(C(=O)NCc3ccc(C)cc3)cc2nn1CC,i,i,i,i,-3,-1,-7,i,i,15,-1.3
CC1(C)CC(=O)C2=C(C1)N(CCN1CCOCC1)C1=C(C(=O)CC(C)(C)C1)C2c1ccc(Cl)c([N+](=O)[O-])c1,i,i,i,i,6,-1,-13,i,i,7,-0.3
CC12CCC(=O)N1C(C(=O)N1CCN(S(=O)(=O)c3ccccc3F)CC1)CS2 (stereo not drawn),i,i,i,i,-7,.,.,i,i,-5,0.1

# Screening results deposited in PubChem by several laboratories.
